NPSR antag: blocks cAMP signaling of the human neuropeptide S receptor; Q6W5P4; CHO-NPSR cells, cAMP TR-FRET, antagonist mode; Potency, µM (top dose mostly 38.3 µM), for the others: top-dose activity change, negative = inhibition, hits mostly inhibitors; 220,000 compounds, 1% hits; AID 1461; note: % is set by controls: 0 for no effect and ±100 for the full control effect; nearly all actives have a fitted effect of over 50% in size; many of its hits are not listed in these tables
Target sequence (Q6W5P4 whole entry, looked up): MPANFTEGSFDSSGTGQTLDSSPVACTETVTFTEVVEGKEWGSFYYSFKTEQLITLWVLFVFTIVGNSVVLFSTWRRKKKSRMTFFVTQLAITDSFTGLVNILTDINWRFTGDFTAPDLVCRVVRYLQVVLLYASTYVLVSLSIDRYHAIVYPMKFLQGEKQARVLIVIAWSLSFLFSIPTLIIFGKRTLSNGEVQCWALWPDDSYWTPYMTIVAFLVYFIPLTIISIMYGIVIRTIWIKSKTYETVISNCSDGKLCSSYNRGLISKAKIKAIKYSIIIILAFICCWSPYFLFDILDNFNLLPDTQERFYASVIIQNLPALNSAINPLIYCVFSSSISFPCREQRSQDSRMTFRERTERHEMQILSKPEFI
JMJD2E inh: inhibitors of human JMJD2E histone demethylase; Potency, µM (titrated, usually from 57.1 µM), without a hit: at the highest dose activity change, negative = inhibition, actives largely listed as inhibitors; AID 2147; 230,000 compounds, 1.6% hits; JMJD2E catalytic domain, FDH-coupled NADH fluorescence (FDH is formaldehyde dehydrogenase); B2RXH2; active = well fitted inhibition curve with a large enough effect, not every such curve was filed as active; inconclusive = small, poorly fitted or top-dose-only effect, or another doubt; inactive = no such curve, though single readings can be large or run the other way;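 note: 0% = wells with enzyme and -100% = buffer wells without enzyme; nearly all actives have a fitted effect of over 50% in size; many of its hits are not listed in these tables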
RECQ1 inh: inhibitors of human RECQ1 DNA helicase; AID 2549; RECQ1 DNA unwinding, red fluorescence kinetic read; 240,000 compounds, 0.54% hits; Potency, µM (series often up to 57.3 µM), for the others: top-dose activity, negative = inhibition, most hits filed as inhibitors; P46063;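 note: plate controls were vehicle for no effect and no enzyme for full effect; nearly all actives have a fitted effect of over 30% in size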
Target sequence (P46063 whole entry, looked up): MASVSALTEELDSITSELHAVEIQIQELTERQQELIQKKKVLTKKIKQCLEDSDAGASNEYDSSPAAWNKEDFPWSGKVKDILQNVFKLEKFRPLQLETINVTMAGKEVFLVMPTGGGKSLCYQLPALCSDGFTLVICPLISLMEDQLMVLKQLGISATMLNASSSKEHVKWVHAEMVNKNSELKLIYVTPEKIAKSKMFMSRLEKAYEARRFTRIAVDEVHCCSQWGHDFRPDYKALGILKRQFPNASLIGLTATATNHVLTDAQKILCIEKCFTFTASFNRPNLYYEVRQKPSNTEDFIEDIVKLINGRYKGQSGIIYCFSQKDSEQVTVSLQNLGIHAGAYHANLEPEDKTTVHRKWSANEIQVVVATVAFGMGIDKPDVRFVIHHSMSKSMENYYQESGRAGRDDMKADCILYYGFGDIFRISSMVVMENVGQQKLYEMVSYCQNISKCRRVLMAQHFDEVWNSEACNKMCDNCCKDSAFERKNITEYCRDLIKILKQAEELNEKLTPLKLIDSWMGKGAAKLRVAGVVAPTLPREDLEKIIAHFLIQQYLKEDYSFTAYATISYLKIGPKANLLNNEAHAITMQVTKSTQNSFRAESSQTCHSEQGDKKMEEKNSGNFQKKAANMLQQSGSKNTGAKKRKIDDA
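50 nM RECQ1T1 preincubated 15 min with compound in Tris pH 8.0 buffer with MgCl2, DTT, Tween-20 and 2.5 ug/ml poly(dI-dC); started with 200 nM TAMRA/BHQ-2 forked duplex and 2 mM ATP. Unwinding read as fluorescence (525/598 nm), two reads 2 h apart.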
IMPase Li cell: IMPase inhibition in cells with lithium potentiation; CHO-M1 cells, IP1 TR-FRET (IP-One), carbachol + lithium; Potency, µM (highest dose often 59.4 µM), for inactives: at the highest dose activity, negative = IMPase inhibition, actives largely listed as inhibitors; 210,000 compounds, 0.35% hits; AID 1457;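 note: IP1 builds up when IMPase is blocked and the TR-FRET signal falls; plate controls were basal vehicle for no effect and high inhibitor control for full effect; nearly all actives have a fitted effect of over 50% in size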
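CHO cells stably expressing M1 receptor (2000/well, cultured 16–30 h) treated 30 min at 37C with compound plus low lithium. Cytosolic IP1 by TR-FRET (665/620 ratio and 620 channel) after 10 min lysis; AC50 by Hill fit.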
SMN2 splice up: enhancers of SMN2 splice variant expression; HEK293 SMN2-luciferase splicing reporter, luminescence, 30-36 h; Potency, µM (top dose mostly 46.1 µM), for the others: at the highest dose activity change, positive = activation, actives largely listed as activators; 210,000 compounds, 2.8% hits; note: % of control where 0% means no effect; nearly all actives have a fitted effect of over 55% in size
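qHTS luciferase splicing reporter: luminescence rises when SMN2 exon 7 is included in transfected HEK293 cells. Compound exposure lasted 30-36 h at 37C, with 4.5 mM final sodium butyrate as control, followed by a ONE-Glo read.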
GoLoco inh red: inhibitors of human Gai1-RGS12 GoLoco interaction (red fluorophore); P63096; Gai1:RGS12 GoLoco peptide FP, rhodamine, 10 min; Potency, µM (doses to about 61.6 µM), for the others: at the top dose activity, negative = inhibition, most hits filed as inhibitors; 230,000 compounds, 0.44% hits; AID 880; active = well fitted inhibition curve with a large enough effect, not every such curve was filed as active; inactive = no such curve, though single readings can be large or run the other way; note: % is set by controls: 0 for no effect and ±100 for the full control effect; nearly all actives have a fitted effect of over 30% in size; many of its hits are not listed in these tables
KinaseGlo FLuc: Kinase-Glo luciferase inhibition (counter-screen); Kinase-Glo luciferase, ATP luminescence, 8 min; Potency, µM (doses to about 38.3 µM), inactives show top-dose activity change, negative = inhibition, most hits filed as inhibitors; AID 1379; Q27757; 200,000 compounds, 0.28% hits; note: % is set by controls: 0 for no effect and ±100 for the full control effect; nearly all actives have a fitted effect of over 60% in size
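Compounds were added to a substrate mix at pH 7.2 (50 mM imidazole, 10 uM ATP, within the enzyme's linear range), followed by Kinase-Glo detection reagent; luminescence was measured after 8 minutes at ambient temperature.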
Epigenetic derep: regulators of epigenetic silencing causing reporter derepression in mouse cells | AID 1865 | murine LDR cells, GFP reporter derepression, 30 h | 280,000 compounds, 0.2% hits | Potency, µM (series often up to 53.9 µM), for the others: at the top dose GFP activation, hits mostly activators; note: % of control where 0% means no effect; nearly all actives have a fitted effect of over 60% in size
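Murine LDR cells bearing a silenced CMV-driven GFP reporter were exposed to compound for 30 h at 37 C. After PBS washes, GFP-positive cells (20-120 um objects) counted by laser-scanning microplate cytometry.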
The depositor's hits bear a star; i = inactive; ? = inconclusive; . = not tested or not shown; [ ] = remark or other dose. Unless noted, calls come from the whole dose curve; as a rule, active = well fitted curve in the direction sought with a large enough effect; inconclusive = small, poorly fitted or top-dose-only effect, or another doubt; inactive = no such curve, though single readings can be large; an effect the other way counts as inactive or inconclusive. Potency is the fitted concentration of half-maximal effect. This is a subset; count on the stated rates, not on these rows.

SMILES | NPSR antag | JMJD2E inh | RECQ1 inh | IMPase Li cell | SMN2 splice up | GoLoco inh red | KinaseGlo FLuc | Epigenetic derep
Cn1nnnc1SCc1ccc(Cl)cc1 | -1% | 5% | -4% | 1% | -3% | -7% | 2% | -2.2%
CCCCCOc1ccc(CSC(=N)N)cc1[N+](=O)[O-] | ? | 1% | -3% | 14%[38.3 µM] | -22% | 5% | -8% | -1.1%
O=C1OC(/C(=C\Nc2cc(Cl)ccc2O)[N+](=O)[O-])c2ccccc21 (stereo unspecified) | -22% | -19% | -12% | -1% | 14% | 13% | 3% | 11%
CC(NC(=O)C(C)(C)C)C(c1cccs1)N1CCN(Cc2ccccc2)CC1 (stereo unspecified) | 13% | -3% | i | . | . | 7% | . | -2.6%
COC(=O)/C(C#N)=C/c1c(Oc2cc(C)cc(C)c2)nc2c(C)cccn2c1=O | -18% | 7% | -5% | -1% | -23% | 6% | 0% | -1.9%
Cc1cc(C)cc(C(=O)NCC(=O)OCc2c(C)noc2C)c1 | 29% | 1% | 0% | -4% | -6% | 4% | -1% | 0.0%
COc1cc(NC(=S)NCCSc2ccc(C)cc2)cc(OC)c1 | -18% | 2% | 2% | 19% | -53%[inhibitor] | 2% | -4% | -1.5%
O=C(CCC(=O)c1ccc[nH]1)c1ccc(Cl)cc1 | -14%[46.1 µM] | -1% | -28% | -10%[38.3 µM] | ? | 16% | -5% | -1.4%
Cc1ccc(Nc2nc(N)[nH]c(=O)c2N=O)cc1 | -9% | ? | -5% | . | . | 2% | . | -5.1%
COC(=O)c1sc(NC(=O)CC(C)C)c(C(=O)OC)c1C | -13%[46.1 µM] | -7% | -5% | -2%[38.3 µM] | -26% | -1% | -4% | -7.5%
COc1cccc(N(CC(=O)Nc2cccc(C(C)=O)c2)S(C)(=O)=O)c1 | 1%[46.1 µM] | 3% | 24% | -5%[38.3 µM] | -9% | -19% | 3% | 6.3%
CCCCOc1ccccc1NC(=O)C=C(C)C | -13%[46.1 µM] | 0% | -4% | 29%[38.3 µM] | 0% | 6% | -1% | 0.0%
CNC(=O)c1c(N)sc2c1CCCCC2 | -4%[46.1 µM] | ? | -3% | 12%[38.3 µM] | 0% | 17% | -4% | 1.0%
CN1CCc2nc(SCC(=O)Nc3ccc(OC(F)(F)F)cc3)c(C#N)c(-c3cccs3)c2C1 | -58% | -1% | -11% | 3% | 11% | 1% | -4% | 1.9%
CC[C@H](CO)NCCN[C@@H](CC)CO | . | -1%[25.5 µM] | -2%[25.9 µM] | -12% | 0%[20.6 µM] | 1%[21.6 µM] | 2%[17.1 µM] | -0.3%[16.9 µM]
Cc1no[n+]([O-])c1COc1ccccc1/C=N/n1nnnc1N | 14% | 3% | -8% | 0% | -13% | 3% | 1% | -3.2%
Cc1ccccc1OCC(O)Cn1c(NCc2ccccc2)nc2c1c(=O)[nH]c(=O)n2C (stereo unspecified) | -9%[46.1 µM] | 3% | -9% | -14%[38.3 µM] | -11% | 2% | -1% | 2.8%
Cc1cnc(C(=O)Nc2ccc(F)cc2)cn1 | 1%[46.1 µM] | -1% | -5% | -7%[38.3 µM] | 13µM* | -15% | ? | -0.9%
COc1cc(/C=N/n2c(-c3ccccc3)n[nH]c2=S)ccc1O | 22% | 25µM* | 0% | . | . | -9% | . | 1.8%
COC(=O)C(Cc1ccc(OC(=O)c2ccc(C)cc2)cc1)N1Cc2ccccc2C1=O (stereo unspecified) | -21%[46.1 µM] | -3% | -2% | 43%[activator][38.3 µM] | 16µM* | 1% | -1% | 1.2%
CCN1CCN(C(=S)Nc2cccc(C(F)(F)F)c2)CC1 | -42% | 20% | -1% | 5% | -28% | -4% | -1% | -3.2%
CCOC(=O)c1nc(Nc2cc(C)cc(C)c2)c2ccccc2n1 | -12% | 5% | -1% | 11% | 6% | 1% | 1% | -3.0%
CCOc1ccc(C(C)(C)C)cc1S(=O)(=O)n1nc(C)cc1C | ? | -1% | -2% | 6% | -22% | 6% | -1% | 4.7%
COC(=O)NC(Nc1sc2c(c1C(N)=O)CCCC2)(C(=O)OC)C(F)(F)F (stereo unspecified) | -8%[46.1 µM] | ? | -4% | . | . | . | . | -7.0%
COc1ccc(CN2CCn3ncc(C(=O)Nc4cccc(C)c4)c3C2=O)cc1 | -15%[46.1 µM] | 3% | -3% | -18%[38.3 µM] | -14% | -10% | 11% | 0.7%
O=c1[nH]nc(N2CCOCC2)c(=O)[nH]1 | -5% | 3% | 0% | . | . | 8% | . | 0.1%
O=c1cc(CN2CCN(CCO)CC2)c2cc3c(cc2o1)CCC3 | -2%[46.1 µM] | -22% | i | 11%[38.3 µM] | 2% | 4% | 1% | 0.0%
COc1ccc(NS(=O)(=O)c2ccc(NC(=O)CCNS(=O)(=O)c3ccc(C)cc3)cc2)cc1 | 5% | -8% | -5% | 13% | 10% | 23% | 7% | -1.8%
Cc1cc2cc(CNC(=O)c3ccc4c(c3)OCO4)ccc2[nH]1 | -19%[46.1 µM] | ? | -2% | -8%[38.3 µM] | 16% | 10% | -2% | 2.1%
O=C(CC1CCS(=O)(=O)C1)NC1CCCCC1 (stereo unspecified) | -4%[46.1 µM] | 7% | 5% | -10%[38.3 µM] | -5% | 5% | -5% | -1.0%
Clc1ccc(OCCn2ccnc2)c(Cl)c1 | -5%[46.1 µM] | -16% | i | 22%[38.3 µM] | 13% | -4% | -3% | -2.3%
CCC1=NN2C(=N)/C(=C\c3cccn3-c3ccc(Br)cc3)C(=O)N=C2S1 | -44% | -4% | -3% | -11% | -24% | 10% | -3% | 2.2%
O=C(Cc1ccccc1Cl)Nc1cccnc1 | 7% | -2% | i | -2% | -12% | 10% | 0% | 1.1%
CCOC(=O)C(C)Sc1nnc(-c2ccccc2O)n1Cc1ccccc1 (stereo unspecified) | -15%[46.1 µM] | -2% | -8% | 5%[38.3 µM] | -7% | -12% | 3% | -2.2%
O=c1c(C=NCc2ccccc2)c(NCc2ccccc2)nc2ccccn12 | 48% | ? | -7% | 30%[activator] | . | 0% | -3% | -2.5%
CCc1c(C)c2cc(Cl)c(O)c(CN3CCCCC3)c2oc1=O | -12%[46.1 µM] | ? | -9% | -23%[38.3 µM] | 1% | -3% | 14% | -1.6%
COc1ccc(Nc2nc(N)nc(CSc3nccc(C)n3)n2)cc1 | 3%[46.1 µM] | 12% | -2% | 4%[38.3 µM] | ? | 6% | 3% | 1.0%
Cc1ccc2nc(-c3ccc(NC(=O)COCC(=O)O)cc3)sc2c1 | -2% | ? | -3% | . | . | 6% | . | 2.2%
C/C=C\C=C/C(=O)Nc1cccc(C2=NOC3(C2)C[C@@H](C(N)=O)N(C(=O)C2(C)CC2)C3)c1 (stereo partly specified) | 20% | 3% | ? | . | . | -30% | . | -1.2%
Cc1ccc(S(=O)(=O)N2CCCC(C(=O)NC3=NCCS3)C2)cc1 (stereo unspecified) | -8%[46.1 µM] | -1% | -2% | -6% | -17% | 6% | -1% | 0.0%

Structures from the list above that have a Cl atom, in the order listed:
SMILES | NPSR antag | JMJD2E inh | RECQ1 inh | IMPase Li cell | SMN2 splice up | GoLoco inh red | KinaseGlo FLuc | Epigenetic derep
Cn1nnnc1SCc1ccc(Cl)cc1 | -1% | 5% | -4% | 1% | -3% | -7% | 2% | -2.2%
O=C1OC(/C(=C\Nc2cc(Cl)ccc2O)[N+](=O)[O-])c2ccccc21 (stereo unspecified) | -22% | -19% | -12% | -1% | 14% | 13% | 3% | 11%
O=C(CCC(=O)c1ccc[nH]1)c1ccc(Cl)cc1 | -14%[46.1 µM] | -1% | -28% | -10%[38.3 µM] | ? | 16% | -5% | -1.4%
Clc1ccc(OCCn2ccnc2)c(Cl)c1 | -5%[46.1 µM] | -16% | i | 22%[38.3 µM] | 13% | -4% | -3% | -2.3%
O=C(Cc1ccccc1Cl)Nc1cccnc1 | 7% | -2% | i | -2% | -12% | 10% | 0% | 1.1%
CCc1c(C)c2cc(Cl)c(O)c(CN3CCCCC3)c2oc1=O | -12%[46.1 µM] | ? | -9% | -23%[38.3 µM] | 1% | -3% | 14% | -1.6%

Additional compounds follow.
SMILES | NPSR antag | JMJD2E inh | RECQ1 inh | IMPase Li cell | SMN2 splice up | GoLoco inh red | KinaseGlo FLuc | Epigenetic derep
O=S(=O)(c1cccc2cccnc12)N(CCO)CCO | -13%[46.1 µM] | -10% | -4% | 2%[38.3 µM] | -49%[inhibitor] | 4% | 0% | -1.0%
O=S1(=O)CC/C(=N/Nc2ccccn2)c2cc(F)ccc21 | 11%[7.67 µM] | -1% | -14% | . | . | 15% | . | -0.3%
CC(NC(=O)c1ccc(C(F)(F)F)cc1)C(c1ccccc1)N1CCOCC1 (stereo unspecified) | 1% | 5% | -3% | 8% | -10% | 6% | 5% | -1.2%
Cc1cccc(CC(C)NC(=O)CCc2nnc(-c3ccccc3)o2)n1 (stereo unspecified) | -21% | 4% | -11% | 3% | . | 2% | -1% | 1.1%
Cc1oc2ccc(NS(=O)(=O)c3ccccc3)cc2c1C(=O)Nc1ccccc1 | -25% | 2% | -15% | 4% | -10% | 5% | 0% | -1.1%
Cc1nc(S(=O)(=O)c2ccc(Cl)cc2Cl)nc2c1CCC2 | -14%[46.1 µM] | -3% | 9% | -13%[38.3 µM] | -10% | -2% | 1% | 2.9%
CCOC(=O)c1ccc(-n2c(CC)nc3ccccc3c2=O)cc1 | 0% | -7% | -18% | 6% | -15% | -10% | -4% | -0.1%
Cc1cccc(OCc2nnc(N)s2)c1C | 2%[46.1 µM] | 3% | i | -1%[38.3 µM] | -10% | 20% | -4% | -1.9%
CC(NC(=O)c1cccc(S(=O)(=O)N2CCN(C)CC2)c1)C1CC2CCC1C2 (stereo unspecified) | 4% | 1% | -1% | 11% | -6% | 6% | -2% | 1.5%

Whole records from above. Order of values: NPSR antag	JMJD2E inh	RECQ1 inh	IMPase Li cell	SMN2 splice up	GoLoco inh red	KinaseGlo FLuc	Epigenetic derep
`O=S1(=O)CC/C(=N/Nc2ccccn2)c2cc(F)ccc21` in the list: 11%[7.67 µM]	-1%	-14%	.	.	15%	.	-0.3%
`CCOC(=O)c1ccc(-n2c(CC)nc3ccccc3c2=O)cc1` in the list: 0%	-7%	-18%	6%	-15%	-10%	-4%	-0.1%

Compound activity: PubChem, National Center for Advancing Translational Sciences (NCATS)
